E-selectin induc: E-selectin induction in HUVECs, primary screen, imaging, HUVEC, immunofluorescence imaging, single point; P16581; normalized: neutral wells 0, TNF-alpha wells 100; activation, % at 7.58 µM; actives 0.37% (n = 260,000); AID 686992, 2013;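 active = mean E-selectin-positive cell signal at least 10% of the positive control, reached in at least 60% of replicates, without over 20% cell loss; inconclusive = no rule given, readout overlaps actives, possibly toxicity-flagged; inactive = the rest, including those meeting only one limit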;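 note: in these data hits start at about 27%; measured in HUVEC primary endothelial cells; signal is the percent of cells scored E-selectin positive by PE staining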
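assay system = HUVEC, human umbilical vein endothelial cells | input = 3,000 HUVEC seeded per well | medium = EGM-2 growth medium on 0.1% gelatin-coated wells | dosing = one compound dose added by pin transfer | signal = immunofluorescence imaging | read-out basis = % PE-positive cells | control set = TNF-alpha, DMSO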
Xi reactivation: activators of inactive X chromosome reactivation, primary screen, imaging, XiGFP fibroblasts, GFP high-content imaging, set 2. XiGFP mouse fibroblasts, % GFP-positive cells imaging, 3 d; cells co-treated with 5-aza-dC sensitizer; scaled so ellipticine positive control = 100%. activation, % at 7.58 µM. actives 0.055% (n = 360,000);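 active = mean normalized replicate activation at least 10% and every replicate at or above 10%; inconclusive = only one of the two criteria met; inactive = mean below 10% and not all replicates reach 10%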;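 note: 0% = median of on-plate neutral control wells and 100% = ellipticine 6 µM median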
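Assay system: SV40-immortalized XiGFP fibroblast cells, line 68-5-11; buffer or medium: DMEM plus 5-aza-dC sensitizer; compound: one concentration, pinned; timing: compounds 3 days, fix/stain 15 min at room temperature; benchmarks: positive control ellipticine, 6 µM final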
RAD54 branch: inhibitors of human RAD54 branch migration, primary screen, biochemical, fluorescence, single point | DNA repair and recombination protein RAD54-like (Homo sapiens), Q92698 | RAD54 Holliday junction branch migration, FAM/BHQ fluorescence | inhibition, % at 10.4 µM | actives 0.14% (n = 360,000);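 active = mean normalized replicate activity at least 40 and at least half of replicates scoring 40 or more; inconclusive = only one of the two criteria met; inactive = mean below 40 and under half of replicates reaching 40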;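 note: 0% = median of neutral control wells and 100% = median of positive control wells; inhibitors cause a drop in the FAM fluorescence signal; in these data hits start at about 50%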
RAD52 anneal inh: RAD52 DNA annealing inhibitors, primary screen, biochemical, FRET, single point, set 2 | DNA repair protein RAD52 homolog (Homo sapiens), P43351 | recombinant RAD52 DNA annealing, FRET fluorescence | inhibition, % at 18.7 µM | actives 0.46% (n = 360,000);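 active = every replicate showing at least 50% inhibition; inconclusive = mean inhibition at least 50% but not in every replicate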
Target sequence (P43351 whole entry, looked up): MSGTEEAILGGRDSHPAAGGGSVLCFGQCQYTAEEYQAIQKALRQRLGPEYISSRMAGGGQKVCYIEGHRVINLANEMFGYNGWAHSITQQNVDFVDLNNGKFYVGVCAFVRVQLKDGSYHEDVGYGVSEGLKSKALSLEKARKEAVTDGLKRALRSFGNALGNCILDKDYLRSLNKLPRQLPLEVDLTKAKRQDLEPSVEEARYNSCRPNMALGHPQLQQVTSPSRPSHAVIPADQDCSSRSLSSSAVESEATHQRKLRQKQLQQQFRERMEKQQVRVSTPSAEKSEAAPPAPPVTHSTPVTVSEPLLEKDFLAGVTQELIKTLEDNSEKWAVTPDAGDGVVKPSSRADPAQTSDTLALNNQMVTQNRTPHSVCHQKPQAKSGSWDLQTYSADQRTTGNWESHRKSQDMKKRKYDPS
CASP6 VEID inh: human caspase-6 inhibitors, primary screen, biochemical, VEID-R110 fluorescence, single point, set 2; P55212; purified caspase-6, Z-VEID-R110 cleavage fluorescence; inhibition, % at 12.5 µM; actives 0.53% (n = 350,000);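 active = mean inhibition across replicates at least about 35%, with every replicate also reaching that limit, limit read from the data; inconclusive = only one of the two criteria met; inactive = neither criterion met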;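 note: 0% = median of neutral control wells and 100% = no fluorescence left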
Target sequence (P55212 24-179 limits assumed): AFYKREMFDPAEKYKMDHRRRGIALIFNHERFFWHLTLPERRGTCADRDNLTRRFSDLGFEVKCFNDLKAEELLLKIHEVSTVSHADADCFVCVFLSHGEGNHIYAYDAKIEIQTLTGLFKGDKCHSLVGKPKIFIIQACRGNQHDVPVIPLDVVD
Target sequence (P55212 194-293 limits assumed): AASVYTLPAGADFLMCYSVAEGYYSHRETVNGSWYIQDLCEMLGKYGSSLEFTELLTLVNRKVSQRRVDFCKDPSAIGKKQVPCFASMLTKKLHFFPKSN
INS-1E GSIS act: GLuc luminescence reporter in INS-1E cells, primary screen for activators of glucose-dependent secretion of insulin; INS-1E GLuc reporter insulin secretion, 2-3 h; activation, % at 16.6 µM; AID 743287, 2014; actives 0.61% (n = 370,000);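 active = lowest replicate activation of at least 40%, so every replicate reaches that level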;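 note: 0% = median of neutral control wells and 100% = median of IBMX positive control wells; some compounds called inactive have numbers as strong as hits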
F508del corr: F508del CFTR correction, initial screen, CFBE line, single point. AID 720511, 2013. CFBE cells, YFP halide quenching; stimulated with forskolin plus potentiator P3; % fluorescence drop versus neutral controls. activity (quench increase), % at 7.58 µM. actives 0.36% (n = 350,000);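 active = mean added fluorescence quench of at least 8% versus neutral control, with both replicates also reaching 8%; inconclusive = only one of the mean or replicate conditions met; inactive = mean below 8% and not both replicates reaching 8%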;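 note: cells transiently co-express mutant CFTR-F508del with the halide-sensitive YFP; corrector assay measuring rescue of mutant channel to the surface after 24 h compound exposure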
DENV2 CPE: inhibitors of DENV2 cytopathic effect, primary screen, cell-based, plate reader, single concentration | CPE inhibition, % at 9.99 µM | actives 1.7% (n = 350,000) | DENV2-infected cells, cytopathic effect rescue; in the data active = CPE inhibition above about 20%, passing the limit was not always enough; inconclusive = no clear call, values can overlap the other calls; tested in BHK-21 cells;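 note: 0% = median of neutral control wells and 100% = median of positive control wells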
An asterisk follows results filed as active; ? = inconclusive; nt = not tested or not shown; & = joins results of further samples.

The first 3 compounds as a preview:
SMILES	E-selectin induc	Xi reactivation	RAD54 branch	RAD52 anneal inh	CASP6 VEID inh	INS-1E GSIS act	F508del corr	DENV2 CPE
N#CC(C#N)=C1c2cc(S(N)(=O)=O)ccc2-c2ccc(S(N)(=O)=O)cc21	nt	-0.1	-8	-5	9	9	2.0	-3
CC(=O)N1CC2(C1)[C@H](c1ccc(-c3cccc(F)c3)cc1)[C@H](CO)N2CC1CCOCC1	0.0	0.0	nt	-1	-6	-21	-2.8	-16
Cc1ccnc(Nc2nc(-c3sc(C)nc3C)cs2)c1	2.3	-0.1	?	-15	-2	-11	-2.5	-9

The whole of this part, from the start:
SMILES	E-selectin induc	Xi reactivation	RAD54 branch	RAD52 anneal inh	CASP6 VEID inh	INS-1E GSIS act	F508del corr	DENV2 CPE
N#CC(C#N)=C1c2cc(S(N)(=O)=O)ccc2-c2ccc(S(N)(=O)=O)cc21	nt	-0.1	-8	-5	9	9	2.0	-3
CC(=O)N1CC2(C1)[C@H](c1ccc(-c3cccc(F)c3)cc1)[C@H](CO)N2CC1CCOCC1	0.0	0.0	nt	-1	-6	-21	-2.8	-16
Cc1ccnc(Nc2nc(-c3sc(C)nc3C)cs2)c1	2.3	-0.1	?	-15	-2	-11	-2.5	-9
CNC(=S)N1CCN=C1Nc1nc(C)cc(C)n1	-2.7	0.0	-1	-1	3	15	-1.1	-1
CCn1c(SCC(=O)Nc2ccc3c(c2)OCCO3)nnc1C(C)C	nt	0.0	-11	-15	-4	13	0.2	-2
CO[C@@H]1CN(C)C(=O)c2ccc(NC(C)=O)cc2OC[C@@H](C)N(Cc2cccc(F)c2)C[C@@H]1C	0.1	0.4	nt	nt	nt	-5	-0.6	nt
CC(C)Cc1nnc(NC(=O)c2cc3c(s2)CCC3)s1	nt	0.1	1	-21	-1	nt	0.3	-2
N/C(Cc1cccc2ccccc12)=N\O	nt	0.2	nt	-9	3	9	-2.6	-2
CCOC(=O)c1oc2ccc(CNC(C)(C)C)c(Cl)c2c1C	nt	nt	2	-9	-3	29	-3.1	12
CCOC(=O)c1oc2ccc(/C=N/O)c(Cl)c2c1C	nt	0.1	nt	-4	-1	-9	1.8	3
Cc1ccc(S(=O)(=O)Nc2cc(-c3nn(C)c(=O)c4ccccc34)ccc2N2CCOCC2)cc1	nt	nt	-2	2	1	25&4	nt	nt
O=C(c1[nH]c(C(F)(F)F)nc1-c1ccccc1)N1CCN(c2ncc(C(F)(F)F)cc2Cl)CC1	nt	0.0	2	-9	1	nt	0.2	-8
Cn1cnc(CCNC(=O)C[C@H]2CC[C@@H]3[C@H](COC[C@@H](O)CN3C(=O)Nc3ccccc3)O2)c1	0.1	0.1	0	-7	-2	29	-1.0	-1
CC(=C\C(=O)O)/C(=C/c1ccco1)C(=O)O	nt	-0.1	nt	-30	3	-8	0.7	7
CCCCn1c(N)c(N(CC(C)C)C(=O)c2c(CC)noc2C)c(=O)[nH]c1=O	-0.1	0.2	nt	-10	-2	3	-2.0	1
C[C@H](CO)N1C[C@H](C)[C@H](CN(C)C(=O)CCC(F)(F)F)OCCCC[C@H](C)Oc2ccc(NS(=O)(=O)c3ccc(F)cc3)cc2C1=O	nt	0.2	1	-17	3	-13	-1.8	-6
CSc1nc(-c2ccc(F)cc2)cc(=O)[nH]1	-0.7	-0.1	nt	-17	0	11	nt	-2
COc1cccc2sc(NNC(=O)c3nc4ccccc4s3)nc12	4.5	0.4	1	8	-4	nt	1.5	18
C[C@@H]1CN([C@H](C)CO)C(=O)c2cc(NC(=O)Cn3cnnn3)ccc2O[C@H]1CN(C)C(=O)Nc1ccccc1	-0.7	1.0	5	-19	2	0	-0.5	14
Cc1ccc(N=C2NC(=O)/C(=C/c3cccn3C)S2)cc1C	nt	0.1	-1	-24	2	5	1.0	-2
CC(=O)CSc1ncnc2c1cnn2-c1ccccc1	-0.2	0.0	-1	-17	-3	-5	nt	11
COCCNC(=O)C[C@H]1C[C@H]2c3cc(NC(=O)NC4CCCC4)ccc3O[C@H]2[C@@H](CO)O1	-0.3	-0.1	4	0	0	9	-0.2	0
NS(=O)(=O)c1ccc(CCNCc2cc(Br)ccc2OCc2ccccc2F)cc1	-2.1	0.0	nt	10	-1	-12	0.5	-5
CCOC(=O)[C@]12CCC=C1N(CCC1=CCCCC1)C(=O)[C@H](CC(=O)NCC1CCCCC1)C2	0.0	-0.1	nt	-21	1	-31	5.1	?
CC(C)CC#Cc1ccc([C@H]2[C@@H](CO)N3C(=O)CN(C(=O)NC4CCCCC4)C[C@@H]23)cc1	-0.5	0.1	nt	-1	2	-25	-2.0	-8

Profiles, quoted from the list.
N#CC(C#N)=C1c2cc(S(N)(=O)=O)ccc2-c2ccc(S(N)(=O)=O)cc21 is listed as E-selectin induc = nt; Xi reactivation = -0.1; RAD54 branch = -8; RAD52 anneal inh = -5; CASP6 VEID inh = 9; INS-1E GSIS act = 9; F508del corr = 2.0; DENV2 CPE = -3
Cn1cnc(CCNC(=O)C[C@H]2CC[C@@H]3[C@H](COC[C@@H](O)CN3C(=O)Nc3ccccc3)O2)c1 is listed as E-selectin induc = 0.1; Xi reactivation = 0.1; RAD54 branch = 0; RAD52 anneal inh = -7; CASP6 VEID inh = -2; INS-1E GSIS act = 29; F508del corr = -1.0; DENV2 CPE = -1

The listing continues.
SMILES	E-selectin induc	Xi reactivation	RAD54 branch	RAD52 anneal inh	CASP6 VEID inh	INS-1E GSIS act	F508del corr	DENV2 CPE
CCCCNC(=S)NNC(=O)c1c(C)nc2ccccn12	nt	0.0	nt	-17	0	7	0.5	9
COc1ccc(C(c2c(O)nc(SC)n(C)c2=O)c2c(O)nc(SC)n(C)c2=O)cc1O	nt	0.0	nt	-14	-3	8	0.1	0
N#Cc1c(N)nc(N)nc1Nc1ccc(Br)cc1	-0.1	0.0	nt	-17	-2	13	1.9	-10
O=C(O)CCc1ccc(-c2ccc(Br)cc2)n1-c1cccc(O)c1	0.1	0.0	4	-6	nt	-12	-0.4	-5
Cc1ccc(S(=O)(=O)NCCC(=O)NCCCSc2ccccc2)cc1	0.2	0.2	-17	-9	-1	-10	2.2	?
Cc1cc(NC(=O)Cn2nnc(-c3ccccc3NC(=O)c3ccccc3F)n2)no1	nt	0.3	7	-9	-1	-5	-0.7	-4
O=C(C[C@@H]1C[C@@H]2c3cc(NC(=O)C4CCC4)ccc3O[C@@H]2[C@H](CO)O1)NCCN1CCCCC1	0.0	0.0	5	-1	-3	13	-0.1	4
Cc1ccc(-c2nc(NC(=O)c3nn(C)cc3[N+](=O)[O-])sc2C)cc1C	nt	nt	0	-13	0	0	-1.8	-4
COc1ccccc1C(=O)NCCC(=O)N1CCN(S(=O)(=O)c2cccc(Cl)c2)CC1	-1.2	0.2	2	-6	-4	-17	0.0	-5
O=[N+]([O-])c1cc(Br)c2nsnc2c1N1CCOCC1	-0.2	0.1	-9	0	20	21	-2.8	2
CCCCCn1c(N(C)Cc2ccccc2)nc2c1c(=O)[nH]c(=O)n2C	-0.1	-0.1	-14	-14	-2	40*	4.8	4
CCOC(=O)C1=C[C@@H](CC)N(S(=O)(=O)c2ccccc2)[C@H]1c1ccccc1	-0.1	0.0	-8	1	4	nt	2.5	5
CC(=O)Nc1cccc(/C(C)=N/Nc2nc3ccccc3s2)c1	nt	0.0	nt	-9	4	0	-4.6	-1
O=C(NC1CCN(C(=O)Nc2ccc(F)cc2)CC1)c1ccccc1F	-0.1	0.4	3	-7	5	-4	-0.9	1
CCOC(=O)Nc1ccc2c(c1)N(C(=O)N1CCN(C)CC1)c1ccccc1CC2	-1.3	0.0	nt	-3	3	-9	1.1	1
COc1ccc(OC)c(CN2CCN(C(=O)c3ccc(S(=O)(=O)Nc4ccccc4F)cc3)CC2)c1	nt	0.2	0	-22	2	-14	1.0	0
COc1ccc(CN2C(=O)C(CC(=O)NC3CCCC3)CC(C(=O)N3CCOCC3)=C2C)cc1 (centres undefined)	0.2	0.0	6	4	2	24	0.6	nt
N#C[C@H]1[C@H](c2ccc(C#CCC3CCCC3)cc2)[C@@H](CO)N1C(=O)c1ccccn1	0.0	0.1	1	-90	2	-6	1.5	-25
COc1cc(Cl)c(C)cc1NC(=O)c1ccccc1-n1cnnn1	-0.3	0.6	4	-4	0	-2	-3.5	8
COc1ccc(Nc2nnc(Cc3ccncc3)c3ccccc23)c(OC)c1	1.7	0.0	8	5	0	5	-1.6	-5
Cc1oc(/N=C/c2ccccc2)c(C#N)c1C	nt	0.0	-15	-108	5	17	-0.3	22*
CCOC(=O)c1ccc(N2C(=O)CC(Sc3nc(C)cc(C)n3)C2=O)cc1 (centres undefined)	0.0	0.1	3	-10	-1	-7	0.8	0
O=C1NCCCCC1NS(=O)(=O)c1ccc(Cl)cc1 (centres undefined)	-0.4	0.1	-5	-9	-3	8	-0.6	1
COc1ccc(CCNC(=O)COc2coc(CN3c4ccccc4CC3C)cc2=O)cc1OC (centres undefined)	0.2	0.0	5	5	-2	-12	-0.2	10
O=C(NCCCn1ccnc1)c1cc(C(=O)C2CCCCC2)c[nH]1	nt	0.0	nt	4	-2	-14	-0.7	5
Remaining list, next part
SMILES	E-selectin induc	Xi reactivation	RAD54 branch	RAD52 anneal inh	CASP6 VEID inh	INS-1E GSIS act	F508del corr	DENV2 CPE
C[C@H](NC(=O)c1cc2cc(Cl)ccc2n1C)C(=O)N[C@@H](C(=O)O)c1ccccc1	nt	0.1	-12	-9	3	1	-1.0	-4
CCN(CC(=O)Nc1ccc2c(c1)OCCO2)C(=O)c1ccc(C(F)(F)F)cc1	nt	0.2	4	-13	0	-2	1.8	-5
O=c1[nH]c(SCc2ccccc2F)nc2ccccc12	nt	0.0	nt	-9	-4	-10	-0.6	4
CCCCNC(=O)CNC(=S)N(Cc1ccccc1F)C1CCCCC1	1.5	0.0	-6	-16	0	-50	0.8	13
N#Cc1ccccc1C[C@H](N)C(=O)NC[C@H]1O[C@@H](n2cnc3c(N)ncnc32)[C@H](O)[C@@H]1O	nt	-0.1	-1	-10	5	nt	-0.8	-7
CC1CN(c2ccc([N+](=O)[O-])cc2C#N)CC(C)O1 (centres undefined)	nt	0.4	5	-6	-1	11	2.9	-1
Cc1sc(NC(=O)C2CC(Cl)=CCC2C(=O)O)c(C#N)c1C (centres undefined)	-0.4	0.0	nt	14	6	-14	-0.7	7
Cc1ccc(S(=O)(=O)N2CCN(C(=O)COC(=O)CCOc3ccc(C(C)(C)C)cc3)CC2)cc1	-0.7	-0.1	nt	-11	0	-22	1.5	-6
CCCNC(=O)N(C)C[C@@H]1Oc2ncc(C#CC3CCCCC3)cc2C(=O)N([C@H](C)CO)C[C@@H]1C	-0.2	0.1	-5	19	-3	-13	0.1	-9
Cc1ccc(S(=O)(=O)N2CCOCC2)cc1C(=O)OC1CCOC1=O (centres undefined)	nt	0.0	-9	-3	2	6	2.6	-14

Bioassay records as filed in PubChem BioAssay.

Random draw from the library. Share with any hit: about 3.7%.
